# Screening results deposited in PubChem BioAssay by National Center for Advancing Translational Sciences (NCATS).
# PLK1 PBD block: blocks phosphopeptide binding to human PLK1 polo-box domain. P53350. Plk1 PBD binding of FITC phosphopeptide, fluorescence polarization. Potency, µM, without a hit: max response, negative = inhibition, usual class: inhibitors. 360,000 compounds, 2.8% hits; also: potency is read from the fitted curve at half-maximal effect; series mostly up to about 57 µM; % is scaled to controls: 0 for no effect and ±100 for the full control effect; nearly all actives have a fitted effect of over 65% in size
# Target sequence (P53350 whole entry, looked up, the tested form may be a part): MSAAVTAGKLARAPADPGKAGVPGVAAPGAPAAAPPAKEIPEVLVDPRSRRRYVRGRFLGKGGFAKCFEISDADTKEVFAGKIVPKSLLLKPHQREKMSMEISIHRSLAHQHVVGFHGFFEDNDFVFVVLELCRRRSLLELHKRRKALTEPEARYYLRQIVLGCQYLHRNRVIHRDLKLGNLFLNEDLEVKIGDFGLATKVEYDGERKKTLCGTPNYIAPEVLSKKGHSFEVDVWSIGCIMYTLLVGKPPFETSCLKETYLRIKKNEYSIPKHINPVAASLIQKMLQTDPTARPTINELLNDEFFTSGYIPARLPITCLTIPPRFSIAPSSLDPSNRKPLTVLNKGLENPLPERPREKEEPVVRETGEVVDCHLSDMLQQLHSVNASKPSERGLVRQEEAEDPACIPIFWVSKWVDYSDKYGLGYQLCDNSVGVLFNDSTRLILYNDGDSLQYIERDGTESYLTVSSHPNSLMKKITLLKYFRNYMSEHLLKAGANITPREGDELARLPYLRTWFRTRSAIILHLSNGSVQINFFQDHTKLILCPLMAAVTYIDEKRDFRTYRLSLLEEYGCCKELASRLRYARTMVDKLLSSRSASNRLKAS
# IL2 activator: activates IL-2 in a cell-based reporter assay. AID 652025. IL-2 activation reporter assay, cell-based qHTS; stimulated with anti-CD3/CD4/CD28 beads; in transgenic mouse T cells. activation, % (series mostly up to about 46 µM). 360,000 compounds, 0.065% hits; in the data active = activation above about 50%; inconclusive = mostly about 30% to 49%; also: 0% is about no effect
#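 Unstimulated transgenic mouse T cells preincubated 60 min with compound, then stimulated with anti-CD3/anti-CD4-coated beads plus anti-CD28 for 18 h at 37 degrees C. IL-2 response read as EGFP and DsRed fluorescence by plate cytometry.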
# EPAC1 agonist: EPAC1 (human) agonism. Potency, µM (highest dose often 154 µM), inactives show at the top dose activation, most hits filed as activators. O95398. 360,000 compounds, 0.073% hits. EPAC1 agonist qHTS, biochemical assay; response scale: 100% = response to 6.5 mM cAMP; also: potency is read from the fitted curve at half-maximal effect; nearly all actives have a fitted effect of over 60% in size
#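 EPAC1 100 nM, Rap1B–BODIPY-GDP 250 nM, unlabeled GDP 50 uM; compound titration; 5 min RT; kinetic read ex480/em540 at 5-min intervals ×30 min; data normalized to 6.5 mM cAMP agonist control.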
# WRN inhibitor: inhibitors of human WRN helicase; Q14191; WRN helicase unwinding, fluorescent forked duplex, kinetic; Potency, µM (doses to about 114 µM), for inactives: top-dose activity change, negative = inhibition, actives largely listed as inhibitors; 360,000 compounds, 0.46% hits; AID 651768; also: potency is read from the fitted curve at half-maximal effect; % is scaled to controls: 0 for no effect and ±100 for the full control effect; nearly all actives have a fitted effect of over 55% in size
#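 Kinetic fluorescence helicase assay: unwinding of a quenched forked DNA duplex (100 nM final) with 2 mM ATP final raises red fluorescence (525/598 nm). Compounds sat 15 min at room temperature with 20 nM WRN beforehand.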
# EPAC1 antag: antagonists of human EPAC1; 360,000 compounds, 0.14% hits; Potency, µM (doses to about 115 µM), inactives show at the top dose activity change, negative = inhibition, most hits filed as inhibitors; EPAC1 GEF assay, Rap1b-BODIPY-GDP exchange fluorescence; AID 720709; O95398;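 also: potency is read from the fitted curve at half-maximal effect; plate controls were vehicle for no effect and positive control for full effect; nearly all actives have a fitted effect of over 50% in size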
# PI5P4K alpha inh: blocks human PI5P4K alpha kinase activity; PI5P4Kalpha enzyme, ADP-Glo luminescence, 60 min; hits give low values; 330,000 compounds, 1.2% hits; P48426; max response, %; active = max response of -50% or lower; inconclusive = between -30% and -50%; inactive = -30% or higher; also: value at the top dose of about 77 µM; % is scaled to controls: 0 for no effect and ±100 for the full control effect
# Target sequence (P48426 whole entry, looked up): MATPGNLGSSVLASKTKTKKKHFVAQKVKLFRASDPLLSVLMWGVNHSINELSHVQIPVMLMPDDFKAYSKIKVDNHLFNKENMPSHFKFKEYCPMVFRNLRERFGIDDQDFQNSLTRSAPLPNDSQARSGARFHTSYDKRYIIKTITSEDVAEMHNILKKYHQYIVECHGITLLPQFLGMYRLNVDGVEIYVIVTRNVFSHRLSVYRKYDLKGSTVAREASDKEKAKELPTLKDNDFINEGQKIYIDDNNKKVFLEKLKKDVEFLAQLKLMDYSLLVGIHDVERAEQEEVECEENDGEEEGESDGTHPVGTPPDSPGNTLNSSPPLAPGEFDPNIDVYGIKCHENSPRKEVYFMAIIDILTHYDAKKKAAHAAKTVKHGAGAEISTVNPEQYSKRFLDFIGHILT
#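 Quantitative HTS of the MLSMR library against PI5P4Kalpha with substrate. ATP added last at 5 microM final; room temperature, 60 minutes. Remaining ATP depleted, ADP converted and read as luminescence.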
# Abeta yeast res: restores growth of yeast expressing A-beta42 peptide | yeast expressing A-beta42, growth rescue, OD600, 48 h; response scale: 0% DMSO, 100% iron-clioquinol control | Potency, µM (titrated, usually from 46.1 µM), without a hit: at the top dose growth rescue, most hits filed as activators | 410,000 compounds, 0.063% hits; also: potency is read from the fitted curve at half-maximal effect; nearly all actives have a fitted effect of over 55% in size
#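 Yeast A-beta toxicity model in growth medium with pinned compounds, 48 h at 30 C; growth read as absorbance at 600 nm. Normalized to FeCl3/clioquinol equimolar mix (positive) and DMSO (negative).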
# FUS suppressor: FUS proteinopathy suppression in yeast; S. cerevisiae FUS-expressing, growth rescue, OD600, 24 h; Potency, µM (highest dose often 76.6 µM), inactives show top-dose growth rescue (activation), actives largely listed as activators; 390,000 compounds, 0.24% hits; AID 1347120;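 also: potency is read from the fitted curve at half-maximal effect; plate controls were DMSO vehicle for no effect and reference control for full effect; nearly all actives have a fitted effect of over 55% in size; some results filed as inactive show a strong effect at the top dose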
#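 Restored growth of FUS-toxic S. cerevisiae, read as 600 nm absorbance after 24 h at 30C in galactose medium (starting OD 0.005). Controls CP55940 and DMSO.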
# Starred values were filed as active, the others as inactive; u = inconclusive; x = no result given; & = joins results of further samples; [ ] = another dose, or the depositor's remark. Unless noted, calls follow the shape of the dose curve; as a rule, active = well fitted curve in the direction sought with a large enough effect; inconclusive = small, poorly fitted or top-dose-only effect, or another doubt; inactive = no such curve, though single readings can be large; an effect the other way counts as inactive or inconclusive.
SMILES,PLK1 PBD block,IL2 activator,EPAC1 agonist,WRN inhibitor,EPAC1 antag,PI5P4K alpha inh,Abeta yeast res,FUS suppressor
CCCCn1c(C23CC4CC(CC(C4)C2)C3)n[nH]c1=S,-17%,-0.7,3%,-34%,-18%,-2,26%,22%
O=C(CCCc1ccccc1)NCc1ccc2c(c1)OCO2,6%,-1.0,-4%,4%,8%,3,-6%,10%
O=c1c2c(ncn2C2CCCC2)n(Cc2ccccc2)c(=O)n1CCOc1ccccc1,9%,-0.7,-1%,-22%[57.1 µM],19%,-3,-8%,29%
Cc1cc(=O)[nH]c(SCC(=O)OCc2ccccc2)c1C#N,21µM*,-1.4,-1%,-2%,-21%,u,-20%,14%
COc1ccc(S(=O)(=O)NNC(=O)C(=O)NNc2ccccn2)cc1,0%,-0.4,-7%,-1%,6%,1,-14%,12%
COc1ccc(CSCC(=O)N/N=C/c2ccc(OCC(=O)NCc3ccco3)cc2)cc1,0%,0.3,-2%,7%,10%,-9,8%,10%
O=C(CN1C(=O)c2cccnc2Oc2ccc(Cl)cc21)NCCc1ccccc1,-12%,0.8,5%,1%,-2%,-5,-10%,9%&7%
CCCNC(=O)OCc1cccnc1Sc1ccc(C)cc1,27µM*,-0.7,-1%,5%,-6%,u,18%,18%
CCC(C)c1ccc(NC(=S)NN2CCOCC2)cc1 (stereo unspecified),-6%,0.7,2%,11%,14%,-19,-2%,x
Cc1ccn2c(C(=O)CSc3ccccc3)c(C)nc2c1,-5%,1.3,10%,8%,-2%,0,8%,-19%
Cn1nccc1C(=O)Nc1cccc(S(=O)(=O)N2CCOCC2)c1,3%,-0.4,12%,-11%,-1%,0,9%,-1%
COc1ccc(N2C(=O)CC(N3CCC(O)(c4cccc(C(F)(F)F)c4)CC3)C2=O)cc1 (stereo unspecified),-18%,-1.9,1%,7%,0%,-3,-34%,28%
N#CC(C#N)=C1SC(=Nc2ccccc2)C(=Nc2ccccc2)N1c1ccccc1,-8%,-4.3,3%,u,5%,6,-14%,x
CCN(CC)c1ccc(C(=O)N/N=C(\C)c2ccc(O)cc2)cc1,-3%,0.2,3%,-12%,1%,-7,23%,12%
COc1ccc(Cl)cc1NC(=O)C1CCN(C(=O)C2CC(=O)N(c3ccc(C)cc3)C2)CC1 (stereo unspecified),-21%,-3.0,-6%,-13%,-18%,1,17%,37%
Cc1cc(C=O)c(C)n1-c1ccc(Cl)c(C(=O)O)c1,11µM*,-0.1,1%,u,-13%,-54*,-8%,-10%
COc1ccc(NC(=O)C(NC(=O)c2ccc(=O)[nH]c2)c2ccccc2)cc1 (stereo unspecified),-3%,-0.3,0%,-19%,3%,9,5%,x
Cc1ccc(/C=C/c2nc3ccccc3s2)s1,15%,-1.2,5%,-3%[57.1 µM],0%,23,-13%,12%
Cc1cc(OC(=O)c2ccc(S(=O)(=O)N3CCOCC3)cc2)c([N+](=O)[O-])c(=O)[nH]1,-13%,-2.4,-10%,-4%,-1%,-12,25%,-6%
CCOC(=O)c1ccc(CNCc2ccccc2)cc1,-19%,-0.2,-5%,2%,2%,-4,-14%,x

# Individual results from the entries so far.
# Result of COc1ccc(Cl)cc1NC(=O)C1CCN(C(=O)C2CC(=O)N(c3ccc(C)cc3)C2)CC1 (stereo unspecified) in WRN inhibitor: -13%
# Result of N#CC(C#N)=C1SC(=Nc2ccccc2)C(=Nc2ccccc2)N1c1ccccc1 in PI5P4K alpha inh: 6
# Result of COc1ccc(NC(=O)C(NC(=O)c2ccc(=O)[nH]c2)c2ccccc2)cc1 (stereo unspecified) in PLK1 PBD block: -3%

# Next part
SMILES,PLK1 PBD block,IL2 activator,EPAC1 agonist,WRN inhibitor,EPAC1 antag,PI5P4K alpha inh,Abeta yeast res,FUS suppressor
CC(O)CN=c1cc(-c2ccccc2)oc2ccc(Cl)cc12 (stereo unspecified),-4%,-0.4,-1%,-5%,-13%,0,-12%,-5%
CCn1cc(/C=C(\NC(=O)c2ccc(OC)c(OC)c2)C(=O)N2CCN(C)CC2)c2ccccc21,27µM*,-0.2,5%,-4%,-15%,-3,8%,1%
CC(C)(C)[C@@H]1COC(=O)[C@H](Cc2ccc(F)cc2)C/C=C\C[C@H](CC(=O)N(CCO)Cc2ccccc2)C(=O)N1,-4%,-2.6,-15%,-2%,-23%,0,-9%,u
COc1ccc(NC(=O)C[C@H]2C(=O)N(CCc3ccccc3)C[C@@H]2c2ccc(OC)cc2)cc1,-2%,-0.2,7%,-3%,3%,-2,7%,28%
CC(C(=O)NCc1ccc2c(c1)OCO2)c1ccc([N+](=O)[O-])cc1 (stereo unspecified),-13%,1.7,9%,4%,-10%,1,-3%,-5%
CC1Cc2ccccc2N1C(=O)c1ccc(F)c(S(=O)(=O)N2CCOCC2)c1 (stereo unspecified),-4%,0.3,10%,-8%,2%,0,0%,28%
CC(CCCN(C)C)C(Cc1ccccc1)c1ccccc1 (stereo unspecified),-4%,-1.3,1%,8%,4%,20,-1%,9%
COC(=O)CN1C(=O)C2(OCCCO2)c2ccccc21,1%,-1.2,4%,-5%,-8%,x,12%,-7%
COc1cc(NC(=O)Cn2cnc(S(=O)(=O)N3CCC(C)CC3)c2)cc(OC)c1OC,-4%,-0.6,11%,-10%,-4%,8,-4%,10%
C[C@@H]1CN([C@H](C)CO)C(=O)c2c(c3ccccc3n2C)-c2ccccc2CO[C@H]1CN(C)Cc1cccc(C(=O)O)c1,4%,2.7,-9%,0%,14%,-1,10%,-10%
Nc1ccc(N2CCN(c3cccc(Cl)c3)CC2)cc1,1%,0.0,-2%,3%,1%,2,-52%[inhibitor],x
O=C(CSc1nnc(Cn2nnc3ccccc32)o1)N(Cc1ccc(Cl)cc1)c1ccccc1,u,-0.7,8%,0%,-3%,-1,-3%,19%
CC(C)c1ccc(/C=N/NC(=O)CN(c2cccc(Cl)c2Cl)S(C)(=O)=O)cc1,-10%,1.9,u,-30%,u,4,25%,-2%
O=C1NCCCC1C(=O)N/N=C/c1cccc([N+](=O)[O-])c1 (stereo unspecified),-10%,2.4,9%,1%,u,4,5%,4%
COc1c(C)cc(Br)cc1C(=O)Nc1ccc(N2CCN(S(C)(=O)=O)CC2)cc1,1%,3.5,2%,2%,12%,x,13%,8%
O=C(CCS(=O)(=O)c1ccccc1)N(CCCN1CCOCC1)c1nc2c(F)cccc2s1,u,-6.9,-8%,-16%,-5%,13,11%,-3%
CCCCOc1ccc(-c2[nH]ncc2C=O)cc1,-2%,-3.9,9%,-4%,13%,0,-9%,-3%
COc1ccc(C2=NS(=O)(=O)N(C)C(C(=O)N3CCC(C(N)=O)CC3)=C2)cc1,-2%,0.2,-4%,-4%,-4%,12,-3%,-19%
COC(=O)c1csc(S(=O)(=O)N2CCOCC2)c1OC,-1%,-1.6,-11%,6%,-5%,5,5%,19%
CCOC(=O)NC1(Nc2cccc(Cl)c2)Oc2ccccc2O1,-4%,-0.5,1%,-17%,0%,0,0%,x
COc1cccc(CNS(=O)(=O)c2cn(C)cn2)c1,-13%,-3.6,7%,-17%,u,3,-12%,x
O=C1CC(C(=O)N(c2ccc(F)cc2)C(C(=O)NC2CCCC2)c2ccccn2)CS1 (stereo unspecified),-3%,-0.4,-3%,0%,10%,x,-1%,-5%
COC(=O)c1ccc(NC(=S)Nc2ccc(O)cc2)cc1,u,0.9,-4%,-7%,-11%,3,0%,6%
CC1CCN(c2nc3ccc(C(=O)O)cc3s2)CC1,-9%,-1.8,3%,6%,9%,1,0%,x
COC(=O)CCCC1=CC2=CC(=O)C(C)(OC(=O)c3cccs3)C(=O)C2=CN1CCCCO (stereo unspecified),-12%,0.3,-3%,3%,-1%,1,-17%,17%
Cc1c(/C(O)=C2\C(=O)C(=O)N(CCN(C)C)C2c2cccs2)cnn1-c1ccccc1 (stereo unspecified),u,-1.0,4%,-2%,4%,-8,16%,9%
CCn1nnc(NC(=O)c2cccc(-c3cc4ccccc4oc3=O)c2)n1,-1%,-0.2,6%,-18%,1%,x,2%,5%
CC(C)(O)[C@H](O)COc1c2occc2cc2ccc(=O)oc12,4%,-0.5,3%,-7%,-4%,0,4%,-23%
CC1OC(C(C)(C)C)CC2=C1C(=O)OC(C)(C)O2 (stereo unspecified),4%,1.6,2%,3%,15%,4,-8%,-8%
O=C(Cn1cc(C(F)(F)F)cc(Cl)c1=O)NCc1ccc(F)cc1,-25%,4.8,8%,-5%,0%,4,-18%,13%
Cc1cc(-c2ccc(S(=O)(=O)Nc3ccc(C#N)cc3)s2)on1,-4%,-1.9,15%,-6%,u,-5,0%,-21%
Cc1[nH]n(-c2ccc(Cl)cc2)c(=O)c1C=NC12CN3CN(CN(C3)C1)C2,-2%,0.8,2%,-8%,11%,3,-6%,6%
NCCCC[C@@H]1NC(=O)c2cc([N+](=O)[O-])cc(F)c2NCCCC[C@@H](C(N)=O)NC(=O)[C@H](CCC(N)=O)NC1=O,-8%,-0.6,2%,-7%,-5%,-1,-17%,-12%
COc1ccc(NC(=O)COC(=O)c2ccc(Br)o2)cc1OC,-6%,-1.9,3%,-1%,-5%,2,10%,16%
Cc1cc(C)c(C)c(S(=O)(=O)N2CCN(C(=O)C3CCC3)CC2)c1C,0%,1.7,1%,-4%,2%,0,16%,8%
C=CC[C@H](CC(=O)NCCO)C(=O)N[C@H](COC(=O)[C@@H](CC=C)CC(=O)OC(C)(C)C)Cc1c[nH]c2ccccc12,-10%,-1.3,-22%,-3%,-10%,13,3%,35%
COc1cccc(CNC(=O)c2cc(=O)[nH]c3ccc(S(=O)(=O)N4CCOCC4)cc23)c1,2%,0.5,1%,-5%,-3%,-1,-13%,-15%
COc1ccccc1C(=O)Nc1ccc(S(=O)(=O)N2CCOCC2)cc1,-1%,-1.5,-6%,-5%[57.1 µM],-6%,-9,32%,-5%
Cc1ccc(-c2csc3ncnc(N4CCN(C(=O)c5ccco5)CC4)c23)cc1,-8%,-7.0,15%,-14%,7%,-21,0%,x
CCN1C(=O)[C@H]2[C@@H](c3ccc(C)cc3)N3C(=O)N(c4cccc(Br)c4)C(=O)[C@@]3(CC)[C@H]2C1=O,6%,-2.9,-2%,1%,4%,6,-12%,16%

# 2 compounds drawn at random from the list so far, as already listed:
SMILES,PLK1 PBD block,IL2 activator,EPAC1 agonist,WRN inhibitor,EPAC1 antag,PI5P4K alpha inh,Abeta yeast res,FUS suppressor
Cc1cc(-c2ccc(S(=O)(=O)Nc3ccc(C#N)cc3)s2)on1,-4%,-1.9,15%,-6%,u,-5,0%,-21%
COC(=O)c1ccc(NC(=S)Nc2ccc(O)cc2)cc1,u,0.9,-4%,-7%,-11%,3,0%,6%
